Efflux pump inh: inhibitors of Candida efflux pumps in yeast, primary screen, S. cerevisiae, Nile Red, multiplex. AID 485275, 2010. inhibition, % at 10 µM. 330,000 tested, 0.44% active. S. cerevisiae Candida pump triplex;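 active means plate passing quality check with inhibition over a set limit, or well fluorescence over plate mean plus 4 SD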;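 further: Nile Red retained in pooled yeast measured as flow cytometry median fluorescence; 0% = buffer negative control and 100% = Enniatin B positive control; higher means more Nile Red kept so more efflux inhibition; some compounds called inactive have numbers as strong as hits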
GASC-1 inh: inhibitors of GASC-1 histone demethylase, primary screen, biochemical, fluorescence, DELFIA europium; AID 2099, 2009; Lysine-specific demethylase 4C (Homo sapiens), Q9H3R0; 330,000 tested, 0.069% active; GST-JMJD2C(1-420) H3K9me3 demethylation; inhibition, % at 2.35 µM;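 active means more than half of a compound's replicate wells show inhibition beyond 50%, single wells judged on their own value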;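 further: signal counts dimethyl H3K9 product captured on neutravidin plate; 0% = median of DMSO wells and 100% = 0.3 times that DMSO median; strong numbers were not always called active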
PREPL inh: PREPL enzyme inhibitors, primary screen, biochemical, fluorescence polarization. Prolyl endopeptidase-like (Homo sapiens), Q4J6C6. recombinant PREPL, fluorescence polarization activity-based probe. inhibition, % at 5.96 µM. 320,000 tested, 0.68% active. AID 2751, 2010; in the data active means inhibition above about 43%;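 further: 0% = enzyme with DMSO and 100% = wells lacking enzyme; many of its hits are not listed in these tables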
Target sequence (Q4J6C6 whole entry, looked up): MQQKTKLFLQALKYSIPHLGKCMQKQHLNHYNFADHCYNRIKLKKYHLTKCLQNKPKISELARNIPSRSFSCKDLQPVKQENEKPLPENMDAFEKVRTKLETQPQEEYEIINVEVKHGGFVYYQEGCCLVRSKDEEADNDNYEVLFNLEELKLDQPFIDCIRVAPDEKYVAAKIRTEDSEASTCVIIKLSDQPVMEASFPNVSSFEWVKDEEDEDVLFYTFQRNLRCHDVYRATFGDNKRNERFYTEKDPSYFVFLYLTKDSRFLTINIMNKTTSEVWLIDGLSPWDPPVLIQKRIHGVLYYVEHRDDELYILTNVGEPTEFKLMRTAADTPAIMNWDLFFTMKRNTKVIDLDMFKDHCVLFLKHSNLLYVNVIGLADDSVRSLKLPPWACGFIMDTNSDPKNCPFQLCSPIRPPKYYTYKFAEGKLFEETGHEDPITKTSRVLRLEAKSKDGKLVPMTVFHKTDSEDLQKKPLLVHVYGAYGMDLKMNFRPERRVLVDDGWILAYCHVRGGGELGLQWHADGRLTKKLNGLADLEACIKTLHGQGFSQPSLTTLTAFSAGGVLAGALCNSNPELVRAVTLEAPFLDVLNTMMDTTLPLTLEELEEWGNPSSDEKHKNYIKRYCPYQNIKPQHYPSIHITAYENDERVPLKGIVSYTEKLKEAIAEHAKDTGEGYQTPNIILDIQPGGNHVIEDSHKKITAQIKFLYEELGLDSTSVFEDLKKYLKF
Starred values were filed as active, the others as inactive.

Sample of the layout:
entry	Efflux pump inh	GASC-1 inh	PREPL inh	molecule
1	-0.1	5	0	CC(C)(C)OC(=O)C[C@H]1C/C=C\C[C@@H](CC(=O)N[C@@H](CO)Cc2ccccc2)C(=O)N2CCC[C@@H]2COC1=O
2	0.0	2	0	CCCCn1c(N)c(N(CC)C(=O)COc2ccc(C#N)cc2)c(=O)[nH]c1=O

The whole of this part (from the top)
entry	Efflux pump inh	GASC-1 inh	PREPL inh	molecule
1	-0.1	5	0	CC(C)(C)OC(=O)C[C@H]1C/C=C\C[C@@H](CC(=O)N[C@@H](CO)Cc2ccccc2)C(=O)N2CCC[C@@H]2COC1=O
2	0.0	2	0	CCCCn1c(N)c(N(CC)C(=O)COc2ccc(C#N)cc2)c(=O)[nH]c1=O
3	0.0	3	-3	CC(NC(=O)COC(=O)c1ccc2ccccc2n1)c1ccccc1 (stereo not given)
4	-0.1	5	0	Cc1c(Cl)cccc1N1C(=O)CC(NNC(=O)c2ccc3c(c2)OCO3)C1=O (stereo not given)
5	0.1	-10	6	C[C@@H]1CN([C@H](C)CO)C(=O)c2cc(NC(=O)NC3CCCCC3)ccc2O[C@H]1CN(C)S(C)(=O)=O
6	-0.2	6	24	O=C(COC(=O)Cn1cnc2ccccc21)Nc1ccc(F)c(F)c1
7	-0.1	-10	10	COc1ccc(S(=O)(=O)Nc2ccc3c(c2)C(=O)N([C@H](C)CO)C[C@H](C)[C@@H](CN(C)C(=O)Nc2ccccc2)O3)cc1
8	-0.3	-5	7	CC(C)(C)OC(=O)N1CCC(C(=O)Nc2cccc(C(=O)N3CCOCC3)c2)CC1
9	0.1	-8	4	COc1ccc(/C=C/C(=O)OCC(=O)N2CCCCCC2)cc1OC
10	-0.1	10	7	CCOC(=O)c1ccc(S(=O)(=O)Nc2cc(S(=O)(=O)N3CCOCC3)ccc2O)cc1
11	0.4	3	16	CN(C(=O)COn1nnc2ccc(Cl)cc21)C1CCS(=O)(=O)C1 (stereo not given)
12	0.4	-4	0	CC(C)=CCC[C@](C)(O[C@@H]1O[C@H](CO[C@@H]2O[C@H](CO)[C@@H](O)[C@H](O)[C@H]2O)[C@@H](O)[C@H](O)[C@H]1O)C1CC[C@]2(C)C1C(=O)CC1[C@@]3(C)CC[C@H](O[C@H]4O[C@@H](CO)[C@H](O)[C@@H](O)[C@@H]4O)C(C)(C)C3CC[C@]12C (stereo not given in full)
13	0.4	-10	20	Cc1ccc(NC(=O)CN2C(=O)NC3(CCCCC3)C2=O)cc1S(=O)(=O)N1CCOCC1
14	0.1	4	26	O=C(N[C@H]1C/C=C\C[C@@H](CC(=O)N(CCO)Cc2ccccc2)C(=O)N[C@H](Cc2c[nH]c3ccccc23)COC1=O)OCC1c2ccccc2-c2ccccc21
15	0.2	-6	12	O=C1CC(C(=O)N2CCN(c3ccccc3)CC2)CN1Cc1ccccc1 (stereo not given)

The listing continues.
entry	Efflux pump inh	GASC-1 inh	PREPL inh	molecule
16	-0.1	6	17	Cc1ccc(C(=O)Nc2ccc3c(c2)OCCO3)cc1S(=O)(=O)N1CCOCC1
17	-0.1	5	9	C#CCOCCOCCOCCNc1nc(N2CCN(C(=O)[C@H](CCCCN)n3cc([C@@H](N)CO)nn3)CC2)nc(N2CCN(C(=O)[C@H](CCCCN)n3cc([C@@H](N)CC(C)C)nn3)CC2)n1
18	0.5	-6	11	C=CC[C@@H](CC(=O)N(CCO)Cc1ccccc1)C(=O)NC[C@@H](OC(=O)[C@@H](CC=C)CC(=O)OC(C)(C)C)c1ccccc1
19	-0.1	8	6	C[C@H](CO)N1C[C@H](C)[C@@H](CN(C)C(=O)Nc2ccccc2)Oc2ccc(NC(=O)CCN3CCOCC3)cc2C1=O
20	0.1	1	11	O=C(O)c1cccc(S(=O)(=O)Nc2ccc(N3CCCCC3)cc2)c1
21	0.1	5	11	C[C@]12C=C[C@H](O)CC1=CCC1C2CC[C@@]2(C)C1CCC21OCCO1 (stereo not given in full)
22	0.2	44	18	CCN(C[C@H]1N[C@@](CC)(C(=O)OC)[C@H]2C(=O)N(Cc3ccccc3)C(=O)[C@@H]12)S(=O)(=O)c1ccc(C(C)(C)C)cc1
23	-0.4	-2	3	CCN(CC)C(=O)c1nc[nH]c1C(=O)O[C@@H](C)c1ccccc1
24	-0.3	-5	31	C=CC[C@@H](CC(=O)N[C@H](CO)Cc1ccccc1)C(=O)N[C@H](COC(=O)[C@@H](CC=C)Cc1ccc(F)cc1)C(C)(C)C
25	0.4	4	32	C[C@H](CO)N1C[C@H](C)[C@@H](CN(C)C(=O)Nc2ccc3c(c2)OCO3)Oc2ccc(NC(=O)Nc3ccc(C(F)(F)F)cc3)cc2C1=O
26	0.2	-4	12	CC12CC3CC(C1)CC(C(=O)NNC(=O)c1ccncc1)(C3)C2
27	-0.2	-6	4	O=C(NCC(=O)N1CCN(c2ncccn2)CC1)c1ccccc1F
28	0.3	6	55*	O=C(O)c1ccccc1NS(=O)(=O)c1ccc(NN=Cc2ccccc2F)c([N+](=O)[O-])c1
29	0.4	27	32	C[C@@H]1CN([C@H](C)CO)C(=O)Cc2cc(NC(=O)Nc3ccccc3)ccc2O[C@@H]1CN(C)C(=O)Nc1ccc2c(c1)OCO2
30	-0.1	0	7	CC(C(=O)Nc1ccc2c(c1)OCO2)N(C)CC(=O)Nc1ccccc1Cl (stereo not given)

The list goes on.
entry	Efflux pump inh	GASC-1 inh	PREPL inh	molecule
31	0.7	2	47*	CC(C)(C)[C@H]1COC(=O)[C@@H](Cc2ccc(F)cc2)CC/C=C/C[C@@H](CC(=O)N[C@H](CO)Cc2ccccc2)C(=O)N1
32	0.1	-3	8	O=C(Cc1n[nH]c(=O)c2ccccc12)N1CCN(S(=O)(=O)c2ccc(F)c(Cl)c2)CC1
33	-0.4	10	4	CC(C)CC1NC(=O)c2ccccc2-n2c1nc1ccccc1c2=O (stereo not given)
34	0.0	4	11	CCCc1cc(=O)[nH]c(SCC(=O)Nc2ccc(N3CCCCC3)cc2)n1
35	-0.1	4	14	NS(=O)(=O)c1ccc(CCNC(=O)C2CCN(C(=O)Nc3ccccc3)CC2)cc1
36	-0.2	0	12	CN(CC(=O)Nc1ccc(F)c(F)c1F)C(=O)c1ccc(N2CCCC2=O)cc1
37	0.0	4	-7	O=C(Nc1ccc(Cl)cc1)c1nc[nH]c1C(=O)NCCN(CCNC(=O)c1[nH]cnc1C(=O)Nc1ccc(Cl)cc1)CCNC(=O)c1[nH]cnc1C(=O)Nc1ccc(Cl)cc1
38	0.1	-3	5	CC(=O)N1CCN(C(=O)c2ccc(Cl)c(S(=O)(=O)N3CC(C)OC(C)C3)c2)CC1 (stereo not given)
39	0.1	2	5	CNc1snc(C)c1C(=O)OCC(=O)NCc1ccccc1OC
40	-0.1	-8	11	CC(C)CC1(C)NC(=O)N(CC(=O)Nc2ccc(F)c(F)c2F)C1=O (stereo not given)
41	-0.1	13	-3	O=C(CSC1=Nc2ccccc2C2CC=NN12)NCc1ccco1 (stereo not given)
42	-0.1	5	18	NS(=O)(=O)c1cccc(NC(=O)c2ccc(NS(=O)(=O)c3cccc([N+](=O)[O-])c3)cc2)c1
43	0.1	-7	3	Cc1cc(NC(=O)COC(=O)c2ccccc2O)no1
44	-0.1	-5	4	CC1CCCC(NC(=O)COC(=O)c2ccc(Br)o2)C1C (stereo not given)
45	-0.2	0	13	CN(CCCC(=O)N1CCN(c2ncccn2)CC1)S(=O)(=O)c1ccc(F)cc1

Next section
entry	Efflux pump inh	GASC-1 inh	PREPL inh	molecule
46	0.1	-5	-1	CSCC[C@H](NC(=O)c1cccc(S(=O)(=O)N2CCCCCC2)c1)c1nc2ccccc2[nH]1
47	0.0	-3	3	CCN(C(=O)c1ccc2c(c1)OCO2)C12CC3CC(CC(C3)C1)C2
48	0.1	1	-1	COc1ccc(C2=NN(C(=O)CSc3nccn3C)C(c3ccco3)C2)cc1 (stereo not given)
49	0.0	2	22	Cn1c(N)c(C(=O)CSc2nnc(C3CC3)n2-c2ccccc2)c(=O)[nH]c1=O
50	0.0	6	8	Cc1ccc(C)c(NC(=O)COC(=O)c2ccc[n+]([O-])c2)c1
51	0.1	1	3	CC1CCCC(C)N1C(=O)COC(=O)/C=C/c1ccc(Br)o1 (stereo not given)
52	-0.1	9	0	O=C(COC(=O)CNC(=O)c1ccccc1F)NC1CC1
53	-0.2	3	-7	Cn1cccc1C(=O)OCC(=O)NCCc1ccccc1
54	-0.1	2	8	CN=C(Nc1cccc(S(=O)(=O)N2CCOCC2)c1)c1ccccc1
55	0.9	1	11	CCC/C(C#Cc1ccc(N(C)C)cc1)=C1/c2ccccc2C(=O)N1c1ccccc1
56	0.0	15	-3	CC(C)(C)OC(=O)C[C@H]1C/C=C\C[C@H](CC(=O)NCCO)C(=O)NC[C@@H](c2ccccc2)OC1=O
57	-0.1	6	-1	CCOc1ccccc1NC(=O)COC(=O)c1cc(C)oc1C
58	0.2	-31	4	Cn1cnc(C(=O)NCc2ccc(CNC(=O)OC(C)(C)C)cc2)c1C(=O)NCc1ccc(CNC(=O)OC(C)(C)C)cc1
59	-0.1	1	42	O=C(COc1ccc(F)cc1Br)NCC1(N2CCCCC2)CCCCC1
60	0.4	5	19	Cc1nc(SCC(=O)NCC2CCCO2)c2c(C)c(C)sc2n1 (stereo not given)

Next results.
entry	Efflux pump inh	GASC-1 inh	PREPL inh	molecule
61	-0.1	0	9	CCOC(=O)c1ccc(S(=O)(=O)NCCNCc2ccccc2)cc1
62	-0.2	4	37	O=C(OCC(=O)N1CCCCC1)c1ccc(OC(F)(F)F)cc1
63	-0.2	1	9	CC(C)[C@H](NC(=O)OCc1ccccc1)C(=O)OCC(=O)c1ccccc1
64	0.2	4	32	CC(=O)N1CCN(C(=O)COC(=O)/C=C/c2ccccc2[N+](=O)[O-])CC1
65	-0.3	5	17	COc1ccc(NC(=O)COC(=O)c2cc(S(=O)(=O)N3CCCC3)ccc2O)cc1
66	-0.2	-17	9	COc1ccc(S(=O)(=O)Nc2cccc3c2O[C@@H](CN(C)CC2CC2)[C@@H](C)CN([C@@H](C)CO)C3=O)cc1
67	0.1	-1	8	CC1CC(OC(=O)c2ccccc2C(=O)c2ccc(Cl)cc2)C(=O)O1 (stereo not given)
68	-0.3	1	12	CN(C(=S)NC(=O)C12CC3CC(CC(C3)C1)C2)c1ccc(O)cc1
69	0.0	25	11	CN(C)C(=O)c1ccc(-c2cc3onc(-c4ccccc4)c3c(=O)n2C)cc1
70	0.1	5	7	Cc1onc(-c2ccccc2)c1C(=O)NCC(=O)Nc1cc(Cl)ccc1Cl
71	-0.1	0	15	O=S(=O)(Nc1ccc(S(=O)(=O)N2CCCC2)cc1)c1ccc(F)cc1F
72	1.1	1	24	O=C(CSc1ccccc1)Nc1ccc(Cl)c(S(=O)(=O)N2CCOCC2)c1
73	0.1	21	23	COC(=O)c1c(-c2ccc(N(C)C)cc2)sc2ccc(OC)cc12
74	0.0	-2	-6	O=C(COC(=O)c1n[nH]c2ccccc12)NC1CCCCC1
75	0.3	1	18	COc1ccccc1C(=O)COC(=O)COc1ccc(C#N)cc1

(continued)
entry	Efflux pump inh	GASC-1 inh	PREPL inh	molecule
76	0.0	0	6	Cc1ccc(S(=O)(=O)N[C@H](C(=O)OCC(=O)NC(=O)C2CCCCC2)C(C)C)cc1
77	-0.3	-26	40	COc1ccc(-c2csc(N3CCC(C(N)=O)CC3)n2)cc1
78	0.0	-46	10	COC(=O)[C@]1(Cc2ccccc2)N[C@H](CN(C)S(=O)(=O)c2ccc(-c3ccccc3)cc2)[C@@H]2C(=O)N(Cc3ccccc3)C(=O)[C@@H]21
79	0.1	10	17	Cc1cccc(C(=O)OCC(=O)N2CC(C)CC(C)C2)c1C (stereo not given)
80	0.1	-5	14	COc1ccc(Cl)cc1C(=O)NNC(=O)CCNS(=O)(=O)c1ccccc1
81	0.9	-6	4	C=CCC[C@@H](Cc1ccc(F)cc1)C(=O)OC[C@H](Cc1c[nH]c2ccccc12)NC(=O)[C@@H](CC=C)CC(=O)N[C@H](CO)Cc1ccccc1
82	0.1	0	-6	O=C(Nc1ccc(OC(F)(F)F)cc1)c1ccccc1-n1cnnn1
83	0.8	-2	23	C[C@H](NS(=O)(=O)c1ccccc1)C(=O)N1CCN(C(c2ccccc2)c2ccccc2)CC1
84	0.0	11	2	CC(C)(C)C(=O)Nc1ccc(C(=O)COC(=O)c2ccccn2)cc1

Record cards (already shown). Screens in order: Efflux pump inh, GASC-1 inh, PREPL inh
COC(=O)[C@]1(Cc2ccccc2)N[C@H](CN(C)S(=O)(=O)c2ccc(-c3ccccc3)cc2)[C@@H]2C(=O)N(Cc3ccccc3)C(=O)[C@@H]21 reads 0.0, -46, 10
COc1ccc(Cl)cc1C(=O)NNC(=O)CCNS(=O)(=O)c1ccccc1 reads 0.1, -5, 14
C=CCC[C@@H](Cc1ccc(F)cc1)C(=O)OC[C@H](Cc1c[nH]c2ccccc12)NC(=O)[C@@H](CC=C)CC(=O)N[C@H](CO)Cc1ccccc1 reads 0.9, -6, 4

Structural class, the compounds so far containing a COOH group
entry	Efflux pump inh	GASC-1 inh	PREPL inh	molecule
20	0.1	1	11	O=C(O)c1cccc(S(=O)(=O)Nc2ccc(N3CCCCC3)cc2)c1
28	0.3	6	55*	O=C(O)c1ccccc1NS(=O)(=O)c1ccc(NN=Cc2ccccc2F)c([N+](=O)[O-])c1

A portion of the library, so the mix of outcomes need not match the whole.
